Source: PubChem
HCT116 PTEN-null – PTEN-deleted cell growth suppression | AID 827 | HCT116 PTEN-null viability, CellTiter-Glo, 60 h; active compounds read low | hit rate 1.2% among 140,000 | viability, % at 10 µM;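 active means viability at or below a set limit, 4 SD under the median of all tested compounds, cut at about 3.7% in these data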;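 further: PTEN knockout HCT116 line with beta catenin targeted HCT116 as companion control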
GALR2 blocker – GALR2 (human) receptor antagonism. O43603. GALR2-expressing cells, antagonist mode. inhibition, % at 4 µM. hit rate 0.39% among 140,000; in the data active means inhibition above about 27%;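 further: cells stimulated with galanin 1-16 at roughly its EC80; 0% = agonist challenge control and 100% = basal control without agonist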
Target sequence (O43603 whole entry, looked up): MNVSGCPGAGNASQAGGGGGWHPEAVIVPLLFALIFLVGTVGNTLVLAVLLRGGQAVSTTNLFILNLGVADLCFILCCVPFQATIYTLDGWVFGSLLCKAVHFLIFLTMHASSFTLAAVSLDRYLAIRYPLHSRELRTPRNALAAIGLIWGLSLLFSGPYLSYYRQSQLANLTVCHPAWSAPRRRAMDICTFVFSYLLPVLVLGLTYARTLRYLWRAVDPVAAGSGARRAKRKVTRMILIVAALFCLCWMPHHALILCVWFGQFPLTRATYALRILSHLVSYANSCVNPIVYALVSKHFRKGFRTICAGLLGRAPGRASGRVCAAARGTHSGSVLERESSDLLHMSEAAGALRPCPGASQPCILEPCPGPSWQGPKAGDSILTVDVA
BB579 growth dn – reduces growth of yeast BB579 in restrictive medium | inhibition, % at 10 µM | hit rate 0.51% among 140,000 | S. cerevisiae BB579 growth, OD615, 48 h;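 active means inhibition above a set limit, 3 SD over the mean compound inhibition, cut at about 44% in these data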; further: inactives centre near -24
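test system = yeast BB579 (DeaD) | buffer or medium = restrictive CSMM-D medium | doses = single compound dose of 10 µM, 0.25% DMSO final | times = 4 h preincubation and 48 h exposure at 30 °C | technique = culture absorbance at 615 nm | benchmarks = amphotericin B 10 µg/mL, positive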
Phagocytosis inh – inhibitors of macrophage phagocytosis; hit rate 0.07% among 110,000; J774A.1 macrophage IgG-bead phagocytosis, imaging; inhibition, % at 5 µM;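 active means inhibition above the mean of the plate negative controls plus 5 SD, cut at about 13% in these data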;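 further: phagocytic index as fraction of beads internalized from green versus red external bead signal; plate controls were DMSO negative control for no effect and cytochalasin-D positive control for full effect; some results beyond the cut were filed as inactive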
E-sel TNF inh – TNF alpha driven E-selectin expression inhibition | hit rate 0.71% among 120,000 | AID 1246 | HUVEC TNFa-induced E-selectin immunofluorescence, high content | inhibition, % at 2 µM;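 active means inhibition above the batch mean plus 3 SD, and confirmed as a hit on visual image review, cut at about 43% in these data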;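 further: 0% = TNF-stimulated DMSO wells and 100% = unstimulated control wells; not every result past the cut was called active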
Measles CPE – protection of cells from measles virus | protection (pct of control), % at 4 µM | hit rate 1.5% among 140,000 | Measles virus-infected cells, CPE protection, absorbance; in the data active means protection mostly above about 24%, no sharp cut-off; inactive means mostly below about 26%; further: some compounds called inactive have numbers as strong as hits
MRP-1 activ – MRP-1 activation; H69AR cells + doxorubicin, viability rescue, CellTiter-Glo; viability increase, % at 10 µM; hit rate 0.61% among 140,000; AID 799;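 active means viability gain under doxorubicin at or above a set limit, the compound median plus 3 SD, cut at about 4.7% in these data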;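 further: MRP-1 overexpressing cells given doxorubicin 25 µM after compound pretreatment; 18-22 h compound pretreatment then 72 h with doxorubicin before readout; 0% = doxorubicin-only wells and 100% = vehicle-treated cells without doxorubicin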
Yeast lifespan up – yeast lifespan extension; S. cerevisiae growth with nicotinamide, OD615; deaD strain in restrictive glucose medium; inhibition of the nicotinamide effect, % at 10 µM; hit rate 0.68% among 130,000; AID 775;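 active means inhibition above a set limit, placed 3 SD over the median of all compounds, cut at about 26% in these data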;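 further: 0% = nicotinamide-treated wells and 100% = cells grown without nicotinamide; some compounds called inactive have numbers as strong as hits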
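Material: Modified budding yeast, DeaD strain | Medium: Restrictive glucose medium | Probe or stimulus: 1.5 mM nicotinamide | Dosing: Single dose 10 µM compound, 0.25% DMSO | Times: 48 h at 30 °C | Technique: OD615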
NPY Y2 blocker – blocks the human neuropeptide Y Y2 receptor; P49146; NPY-Y2 expressing cells, antagonist mode; inhibition, % at 2.7 µM; hit rate 0.99% among 140,000; AID 793; in the data active means inhibition above about 17%;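 further: 0% = vehicle with agonist challenge and 100% = reference antagonist with challenge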
Target sequence (P49146 whole entry, looked up): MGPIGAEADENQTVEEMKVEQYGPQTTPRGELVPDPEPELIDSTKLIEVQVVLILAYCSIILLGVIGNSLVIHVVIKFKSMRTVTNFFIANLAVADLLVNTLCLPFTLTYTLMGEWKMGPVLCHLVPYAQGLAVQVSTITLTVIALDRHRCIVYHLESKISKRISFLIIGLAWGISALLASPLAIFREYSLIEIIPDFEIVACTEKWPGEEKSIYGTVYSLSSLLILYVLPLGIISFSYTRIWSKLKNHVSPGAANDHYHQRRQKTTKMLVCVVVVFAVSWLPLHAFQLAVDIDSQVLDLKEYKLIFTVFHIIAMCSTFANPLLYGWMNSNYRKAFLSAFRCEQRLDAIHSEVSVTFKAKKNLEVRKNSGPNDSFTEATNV
bCat KO growth – beta-catenin-lacking colon tumor cell growth suppression; AID 818; viability, % at 10 µM; hit rate 1.5% among 140,000; HCT116 beta-catenin knockout viability, CellTiter-Glo, 60 h; active compounds read low;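 active means viability at or under a set limit, the compound median less 4 SD, cut at about 6% in these data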;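 further: 0% = Hyamine 1622 control at 20 µM and 100% = untreated cell control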
* hit, by the source's call; . = not tested or not shown; & = joins results of further samples; ! = not active in a repeat.

SMILES	HCT116 PTEN-null	GALR2 blocker	BB579 growth dn	Phagocytosis inh	E-sel TNF inh	Measles CPE	MRP-1 activ	Yeast lifespan up	NPY Y2 blocker	bCat KO growth
CCOC(=O)C(C)Sc1ncnc2c1c(-c1ccccc1)cn2-c1ccc(OC)cc1 (centres undefined)	97	-7	-25	-6	-14	11	-0.4	0	5	98
Cc1nc(CNS(=O)(=O)c2ccc(Oc3ccccc3)cc2)cs1	44	15	-61	.	16	21	-0.9	-10	5	39
COc1cc(C)ccc1OCCOCCOc1ccccc1Br	87	-3	-38	-2	9	4	0.9	-7	8	95
Cc1ccc(S(=O)(=O)NC2c3cccc4cccc(c34)C2Sc2nc(C)cc(C)n2)cc1 (centres undefined)	70	13	-32	-8	.	28	-2.6	3	1	78
Cc1ccc(/C=N/NC(=O)CC2N=C(Cc3ccccc3)NNC2=O)cc1 (centres undefined)	102	-15	-50	.	10	13	-1.3	.	2	89
C#CCN1C(=O)C(O)(CC(=O)c2ccc(OC)c(OC)c2)c2ccccc21 (centres undefined)	22	0	-21	0	13	7	-1.5	-12	4	41
Cc1cc(C(=O)CSc2nnc(Cc3ccccc3)o2)c(C)n1Cc1ccc2c(c1)OCO2	75	-13	-68	2	-8	1	-0.9	-2	7	69
O=C(NCC1CCCO1)C1CC(=O)N(C2CCCCCC2)C1 (centres undefined)	94	-1	-10	.	18	12	-0.2	-4	-1	94
COc1ccc(N(CC(=O)N2c3ccccc3CC2C)S(=O)(=O)c2c(C)nn(C)c2C)cc1 (centres undefined)	82	12	-55	0	.	9	-1.0	-6	0	83
Cc1cc(C)c2oc(-c3ccc(Cl)c(NC(=O)c4ccc(C#N)cc4F)c3)nc2c1	64	0	-30	0	-8	5	-2.1	-11	0	56
COc1cccc(CNn2c(-c3cccc(C)c3)nc3ccccc3c2=O)c1O	81	12	-50	-2	1	6	-1.7	-3	-1	71
CC(NC(=O)Nc1ccc(F)cc1)C(c1cccs1)N1CCCC1 (centres undefined)	92	2	-10	-9	.	3	-1.6	5	1	92
O=C(c1cccs1)N1CCN(C(=O)N2CCOCC2)CC1	118	8	-25	-3	6	16	-0.4	-1	0	99
O=C(CSc1nc(-c2ccco2)cc(C(F)(F)F)n1)NCCc1ccccc1	76	-6	-19	2	11	3	-0.8	-3	6	75
O=C(NNc1c2ccccc2nc2ccccc12)c1ccc(O)cc1O	63	5	-31	0	-1	14	-2.8	4	-1	66
COc1ccc(OCC(O)CN(C2CCCCC2)C2CCCCC2)cc1 (centres undefined)	47	14	-17	-2	2	7	-5.0	-2	7	54
CS(=O)(=O)Nc1ccc(C(=O)N2CCN(c3ccccc3)CC2)cc1	95	-4	-16	-2	6	42*	-0.8	6	0	99
CCCCN(CC)CCCNC(=O)C1c2ccccc2C(=O)N(C)C1c1cn(C)c2ccccc12 (centres undefined)	73	3	-46	0	18	3	-3.4	1	2	66
CSCC[C@H](NC(=O)OC(C)(C)C)c1nnc(SCc2ccc(F)cc2)o1	57	3	-4	-1	1	4	0.2	-10	0	65
O=C(NC(=S)Nc1ccc(N2CCOCC2)cc1)c1cncc(Br)c1	101	0	-11	-4	-5	15	-2.8	-7	2	102
CCOc1ccccc1NC(=O)N1CCC(NC(=O)c2ccccc2C)CC1	92	-8	-49	-2	7	20	-1.7	-11	1	97
CCOC(=O)N1CCN(C(=O)/C(=C/c2ccc(Br)cc2)NC(=O)c2ccc(OC)cc2)CC1	103	4	-35	-4	6	6	0.1	7	1	101
Cc1ccc(OCCNS(=O)(=O)c2ccc(N3CCCC3=O)cc2)cc1	72	3	6	.	7	2	-1.3	.	5	64
COc1ccc(-c2nnc(Nc3ccc(OC)c(C(=O)N4CCCCC4)c3)c3ccccc23)cc1	79	-1	7	-6	.	9	-2.6	-6	1	85
COc1ccc(OC)c(N=CC2=C(O)CC(C)(C)CC2=O)c1	86	-5	-12	0	-4	14	-2.0	-25	2	88
COc1ccc(NS(=O)(=O)c2ccc(OC)c3ccccc23)cn1	79	-6	1	-2	.	13	-1.7	-8	7	70
COc1cc(OC)c2c(c1)OC(c1ccc(OC)c(OC)c1)C(O)C2=O (centres undefined)	96	0	38	2	.	20	-2.2	-7	0	89
O=C1CCCC/C1=N\Nc1ccc(OCc2ccccc2)cc1	86	-5	92*	-1	.	1	-1.6	4	3	91
CC1(C)CN(c2ccccc2)N(C(=O)c2ccc(C#N)cc2)C1=O	99	-16	-20	.	18	3	-2.3	-12	8	79
COC(=O)c1ccccc1Nc1cc(C)nc2nc(C)nn12	94	1	-35	.	-2	2	-2.2	8	1	96
CC(C)[C@H](NC(=O)c1ccccc1)C(=O)OCC(=O)Nc1ccc2c(c1)OCCO2	92	-1	-19	-11	7	10	-0.5	-4	3	89
O=c1c2ccccc2nc(CSc2ncnc3nc[nH]c23)n1-c1cccc(C(F)(F)F)c1	86	-7	-62	4	8	27*	-0.7	0	5	94
O=C(COc1cccc(Oc2ccccc2)c1)Nc1ncccn1	93	-17	-10	0	-2	2	-3.7	-15	3	99
CCc1cccc(NC(=O)Cc2ccc(OC)c(OC)c2)c1	65	18	-14	-6	.	13	-1.0	4	5	60
COc1cc(C(C)=O)ccc1OCC(O)CNCC1(N2CCCCC2)CCCCC1 (centres undefined)	103	-4	-17	-1	-17	6	-0.7	-6	4	86
CCCCn1c(=O)c(F)cn(Cc2ccc(OC)c([N+](=O)[O-])c2)c1=O	87	-10	-6	1	.	13	0.6	-3	2	101
O=C(COc1ccc(S(=O)(=O)N2CCOCC2)cc1)Nc1ccc2c(c1)OCCO2	96	3	-50	0	-10	10	-0.9	-10	1	100
O=C(NCCc1c[nH]c2ccccc12)c1cnc2sccn2c1=O	84	6	-84	-1	.	22	-1.5	-6	3	86
COc1ccc(C2c3c(-c4ccccc4O)n[nH]c3C(=O)N2CCc2ccc(OC)c(OC)c2)cc1 (centres undefined)	67	-3	-57	.	21	15	-4.2	-3	3	77
Fc1ccc(SCCc2ccncc2)cc1	95&100	32*!	-40&-65	0	8&11	9&1	0.9&-0.1	-22&-9	0&2	95&97
COc1cc(/C=C(/C#N)c2ccc(F)cc2)ccc1OCc1ccc(C(=O)O)o1	119	-9	-6	5	-6	15	1.2	-8	2	100
O=S(=O)(Nc1cccnc1)c1cccs1	115	-1	-30	1	-9	17	-0.5	-3	-2	106
CCn1cc(C(=O)Nc2ccc(C)c([N+](=O)[O-])c2)cn1	97	9	-42	7	10	10	-0.2	-3	2	95
CC1CCc2nc(NC(=O)C3CC3)sc2C1 (centres undefined)	93	-10	-1	.	11	4	-1.4	-15	1	98
CCn1c(O)c(N=NC(=O)CNC(=O)c2ccco2)c2ccccc21	69	7	-1	-14	6	7	-3.1	-4	1	77
O=P(Cc1ccccn1)(c1ccccc1)c1ccccc1	94	-4	5	.	-35	20	-1.7	-4	-2	90
CCOC(=O)Cn1cc(C(=O)c2cccs2)c2ccccc21	107	2	-42	10	17	10	-1.6	-9	6	95
Cc1nc(C)c(CCNC(=O)c2ccccc2Br)s1	90	-8	-26	-8	-3	9	-1.5	4	2	88
Cc1ccc(CNc2oc(COc3ccccc3Cl)nc2C#N)cc1	85	8	-6	-2	.	5	-2.6	9	13	91
COc1ccc(S(=O)(=O)NC(Cc2cnc[nH]2)C(=O)O)cc1 (centres undefined)	93	11	-38	-4	.	26	-0.2	5	0	93
CCOC(=O)c1c(NC2=NS(=O)(=O)c3ccccc32)sc2c1CCCCC2	89	-22	-39	-7	-25	8	1.2	-3	0	81
COC(=O)C(Cc1ccccc1)NC(=O)COc1ccc(C(C)(C)C)cc1 (centres undefined)	96	-5	-12	1	-15	10	-2.3	-3	-1	96
COc1ccc(NC(C)=O)cc1NC(=O)CSc1nnc(-c2ccc(F)cc2)n1N	111	-1	-22	-1	-9	5	-1.8	-21	0	90
Cc1ccc(C(=O)Nc2nc(C)c(C)s2)o1	79	-11	13	.	25	13	-0.3	-14	2	86
COc1ccccc1C(=O)N1CCN(CCc2ccccc2)CC1	90	7	-14	0	-20	20	-2.8	1	2	90
COC(=O)C(CC(C)C)NC(=O)CSc1nc(-c2ccccc2)c(C#N)c(=O)[nH]1 (centres undefined)	94	4	7	10	-2	19	11*	-7	5	98

A stretch taken from the entries so far, as a working copy:
SMILES	HCT116 PTEN-null	GALR2 blocker	BB579 growth dn	Phagocytosis inh	E-sel TNF inh	Measles CPE	MRP-1 activ	Yeast lifespan up	NPY Y2 blocker	bCat KO growth
CCn1cc(C(=O)Nc2ccc(C)c([N+](=O)[O-])c2)cn1	97	9	-42	7	10	10	-0.2	-3	2	95
CC1CCc2nc(NC(=O)C3CC3)sc2C1 (centres undefined)	93	-10	-1	.	11	4	-1.4	-15	1	98
CCn1c(O)c(N=NC(=O)CNC(=O)c2ccco2)c2ccccc21	69	7	-1	-14	6	7	-3.1	-4	1	77
O=P(Cc1ccccn1)(c1ccccc1)c1ccccc1	94	-4	5	.	-35	20	-1.7	-4	-2	90
CCOC(=O)Cn1cc(C(=O)c2cccs2)c2ccccc21	107	2	-42	10	17	10	-1.6	-9	6	95
Cc1nc(C)c(CCNC(=O)c2ccccc2Br)s1	90	-8	-26	-8	-3	9	-1.5	4	2	88
Cc1ccc(CNc2oc(COc3ccccc3Cl)nc2C#N)cc1	85	8	-6	-2	.	5	-2.6	9	13	91
COc1ccc(S(=O)(=O)NC(Cc2cnc[nH]2)C(=O)O)cc1 (centres undefined)	93	11	-38	-4	.	26	-0.2	5	0	93
CCOC(=O)c1c(NC2=NS(=O)(=O)c3ccccc32)sc2c1CCCCC2	89	-22	-39	-7	-25	8	1.2	-3	0	81
COC(=O)C(Cc1ccccc1)NC(=O)COc1ccc(C(C)(C)C)cc1 (centres undefined)	96	-5	-12	1	-15	10	-2.3	-3	-1	96
COc1ccc(NC(C)=O)cc1NC(=O)CSc1nnc(-c2ccc(F)cc2)n1N	111	-1	-22	-1	-9	5	-1.8	-21	0	90
Cc1ccc(C(=O)Nc2nc(C)c(C)s2)o1	79	-11	13	.	25	13	-0.3	-14	2	86
COc1ccccc1C(=O)N1CCN(CCc2ccccc2)CC1	90	7	-14	0	-20	20	-2.8	1	2	90
COC(=O)C(CC(C)C)NC(=O)CSc1nc(-c2ccccc2)c(C#N)c(=O)[nH]1 (centres undefined)	94	4	7	10	-2	19	11*	-7	5	98
